# Screening results from PubChem.
# TRPM1 prom inh = MITF TRPM1 promoter inhibition in SK-MEL-5 cells; AID 488899; hit rate 0.83% among 330,000; SK-MEL-5 TRPM1 promoter luciferase, 24 h; inhibition, % at 12.5 µM;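 active = mean inhibition across replicates of 60% or more, whatever share of single replicates reaches that level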; also: values of inactives mirror those of a sister screen read the other way
# KKLEB cytotox = reduces viability of KKLEB cystic fibrosis airway cells. KKLEB CF airway cells viability, ATPlite luminescence, overnight; active compounds read low; cells stimulated with P. aeruginosa culture filtrate. activity change (cytotoxicity), % at 5 µM. hit rate 0.36% among 360,000. AID 602141;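 active = corrected activity change at or below -50% at 5 µM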
# NR2E3 ag-1 = activates human photoreceptor nuclear receptor NR2E3 | AID 2300 | Q9Y5X4 | inhibition of corepressor binding, % at 4.78 µM | GST-NR2E3/biotin-RetCOR TR-FRET, 1536-well | hit rate 0.12% among 320,000;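 active = percent inhibition above the cutoff of mean plus 3 SD of all tested compounds, set per screening campaign, cut at about 20% in these data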;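 also: 0% = DMSO wells and 100% = biotin wells as full block of FRET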
# Target sequence (Q9Y5X4 whole entry, looked up): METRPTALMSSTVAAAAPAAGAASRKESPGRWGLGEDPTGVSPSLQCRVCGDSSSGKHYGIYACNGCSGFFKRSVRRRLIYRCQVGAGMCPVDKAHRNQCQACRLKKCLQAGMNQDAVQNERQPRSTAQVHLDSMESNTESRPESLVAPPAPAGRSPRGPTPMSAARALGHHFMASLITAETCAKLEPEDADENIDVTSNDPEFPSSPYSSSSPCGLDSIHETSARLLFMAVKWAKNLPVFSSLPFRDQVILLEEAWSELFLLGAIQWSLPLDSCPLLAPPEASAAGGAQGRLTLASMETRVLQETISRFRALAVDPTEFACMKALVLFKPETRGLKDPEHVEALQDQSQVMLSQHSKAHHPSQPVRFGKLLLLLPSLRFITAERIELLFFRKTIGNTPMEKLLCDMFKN
#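 Assay system: NR2E3–RetCOR corepressor complex. Quantity: 1.35 nM GST-NR2E3. Buffer or medium: pH 7.5 Tris-based buffer. Reagent: biotinylated RetCOR corepressor at 7 nM final. Schedule: 5 h at 4 °C. Detection: TR-FRET, emission read at 617 and 671 nm. Replicates: one well per compound, singlicate testing.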
# Peg3 prom inh = reduces Peg3 promoter-driven luciferase expression in HeLa | AID 588405 | HeLa PEG-Prom luciferase reporter, luminescence, overnight | hit rate 1.7% among 360,000 | inhibition, % at 20 µM;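 active = inhibition of at least 50% at 20 µM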
# CF NFkB inh = cystic fibrosis NF-kB activation inhibition. KKLEB NF-kB-GFP reporter, PAF-induced, GFP fluorescence overnight. inhibition, % at 5 µM. hit rate 0.86% among 360,000. AID 588850;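 active = at least 50% inhibition at 5 µM, scaled per plate between neutral and stimulator controls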;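 also: PAF is a Pseudomonas aeruginosa culture filtrate used as stimulus; plate controls were PAF-stimulated DMSO wells for no effect and unstimulated DMSO wells for full effect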
# C8 TRAIL sens = sensitizes caspase-8 expressing cells to TRAIL | inhibition (viability loss, TRAIL sensitization), % at 10 µM | hit rate 1% among 360,000 | NB7+C8 cells + TRAIL, ATPlite viability luminescence;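 active = compounds causing at least 50% loss of cell viability in the single-dose screen, relative to plate controls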
# hiPSC survival = hiPSC single-cell survival enhancement | ATPlite luminescence; 100% = ROCK inhibitor wells, 0% = DMSO | survival enhancement, % at 20 µM | hit rate 0.044% among 360,000; in the data active = survival enhancement above about 18%;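 also: cells exposed to compounds for 16 hours before the ATP read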
# Shn3 inh set2 = inhibitors of Schnurri-3 3'UTR reporter in osteoblasts; Clone20 osteoblast Shn3 3'UTR firefly luciferase, 24 h; inhibition, % at 12.5 µM; hit rate 0.52% among 360,000; AID 588674;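 active = mean inhibition of at least 75% with every replicate also reaching 75%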;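 also: 0% = median of neutral control wells and 100% = pilot-screen positive control compound; some compounds past the cut are filed as inactive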
# HIF-2a inh = inhibitors of HIF-2a; 786-0 RCC cells HIF-2a reporter, luciferase luminescence, overnight; inhibition, % at 18.8 µM; hit rate 0.72% among 360,000;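 active = inhibition of the luminescence signal of 40% or more relative to plate controls, in a single-dose primary screen at 18.75 µM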
# LMP1 NFkB inh = Epstein-Barr LMP1 NF-kappaB reporter inhibition; hit rate 0.69% among 350,000; inhibition, % at 12.5 µM; AID 504558; LMP1-induced NF-kappaB luciferase reporter cells, luminescence; in the data active = inhibition above about 41%;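 also: 0% = neutral control wells and 100% = reference inhibitor control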
# NR2E3 ag-2 = agonists of human NR2E3 nuclear receptor | Q9Y5X4 | CHO-S Gal4-NCOR/VP16-NR2E3 two-hybrid, luciferase | inhibition of corepressor binding, % at 3.98 µM | hit rate 0.35% among 360,000 | AID 602229;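 active = inhibition above the mean of all tested compounds plus 3 SD, cut at about 70% in these data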;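 also: 0% = DMSO with NR2E3 transfected cells and 100% = cells lacking NR2E3 construct; higher means lower luciferase signal from less NR2E3 corepressor binding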
# Starred values were filed as active, the others as inactive; . = not tested or not shown. These rows are one share of the data; count on the stated rates, not on these rows.
SMILES,TRPM1 prom inh,KKLEB cytotox,NR2E3 ag-1,Peg3 prom inh,CF NFkB inh,C8 TRAIL sens,hiPSC survival,Shn3 inh set2,HIF-2a inh,LMP1 NFkB inh,NR2E3 ag-2
Cc1c(C)[n+](=O)c(-c2ccco2)c(C)n1[O-],-6,1,-1,-5,-3,3,-2.1,11,14,8,-10
O=C(c1ccc2c(c1)OCCO2)C1CCN(S(=O)(=O)c2cccc(F)c2)CC1,8,-8,2,46,9,19,4.3,19,10,-8,-6
C[C@H](CO)N1C[C@H](C)[C@@H](CN(C)S(C)(=O)=O)Oc2ccc(NC(=O)Nc3ccc4c(c3)OCO4)cc2C1=O,11,-1,.,-8,2,1,2.3,-1,8,5,17
CCN1C(=O)[C@H]2[C@@H](c3ccc(C)cc3)N[C@]3(CCCN(Cc4cccn4C)C3=O)[C@H]2C1=O,.,20,.,7,-40,6,1.0,-16,-13,0,14
CC(=O)Nc1ccc(NC(=O)c2ccc3c(c2)C(=O)N(c2ccccc2C)C3=O)cc1,-6,-9,-2,-13,10,1,0.2,0,12,-3,16
COc1ccc(OC)c(NC(=O)CSc2ncnc3c2cnn3-c2ccccc2Cl)c1,29,3,-2,13,-16,29,-3.5,89*,27,26,65
COc1ccc(C=O)cc1CSc1ccccn1,-4,-14,-1,-7,-14,-1,-0.5,7,9,5,-17
CC(=O)Nc1ccc(NC(=O)Cn2nc([N+](=O)[O-])c(Br)c2C)cc1,0,5,-1,6,17,7,-0.1,-10,14,0,-18
COC(=O)[C@@H](NC(=O)Nc1cccc(Br)c1)C(C)C,2,7,5,1,12,-2,-1.7,23,7,5,19
O=C(COC(=O)c1ccc([N+](=O)[O-])o1)Nc1cccc(S(=O)(=O)N2CCCCC2)c1,0,6,3,7,11,1,-0.8,-10,13,2,-2
CCC(C)c1ccc(O)c(NC(=S)NC(=O)c2cccnc2)c1 (stereo unspecified),-4,-11,-3,-57,3,10,-2.8,-20,-145,1,21
Cc1cc(NC(=O)CSc2ccc3nnc(-c4ccccn4)n3n2)no1,1,-3,3,7,-1,-2,-0.3,-6,1,-5,-22
CC(=O)NCC1CCCN(C(=O)c2ccc(OC3CCN(Cc4ccccn4)CC3)cc2)C1 (stereo unspecified),2,10,2,0,-7,7,-0.2,1,3,-2,-19
COc1cccc(CNC(=O)C2CCCN(S(=O)(=O)N3CC(C)CC(C)C3)C2)c1 (stereo unspecified),6,6,-2,9,-10,-1,-0.2,17,3,-2,-15
CCCn1c(SCC(=O)N2CC(=O)Nc3ccccc32)nc2ccccc21,13,4,-1,-2,-6,-5,0.5,-4,14,-3,-5
O=C(NC1CC1)C1CCCN(C(=O)NC2CCCCC2)C1 (stereo unspecified),-2,-17,1,13,28,-5,0.1,-5,13,0,-14
[N-]=[N+]=NC[C@H](Cc1ccccc1)N1CCN(Cc2ccccc2)CCC1=O,-3,12,-1,1,-6,2,1.4,-23,6,-3,-25
CCn1cc(C(=O)N(C)c2ccc(OC)cc2OC)c2cc(OC)c(OC)cc2c1=O,3,4,1,4,-3,-15,-0.9,7,14,5,6
Cc1ccc(C(=O)N/N=C\c2cccn2C)cn1,-11,3,-2,-17,19,2,-2.9,-11,-53,2,11
CC(NC(=O)Nc1ncccn1)(C(F)(F)F)C(F)(F)F,5,9,-7,13,-1,14,-0.8,-4,16,-1,-21
CN1CCN(C(=O)/C(=C\c2cccnc2)NC(=O)c2cccc(Br)c2)CC1,14,3,-1,12,-4,-6,0.7,-2,14,6,-18
Cc1ccnc(NC(=O)CCC(=O)N(CC(=O)NCc2ccccc2)Cc2cccs2)c1,-5,4,-2,5,-5,-14,0.5,-5,-4,-12,7
C=C(C)CN(CC)C(=O)CN1C(=O)NC2(CCCc3ccccc32)C1=O (stereo unspecified),15,24,3,7,-4,-1,-0.2,1,-9,17,5
Cc1cc(C)c2c(=O)[nH]c(SCc3ccccc3)nc2n1,-10,-4,5,10,28,-6,-2.0,-3,19,0,8
O=S(=O)(NCc1ccncc1)c1ccc(F)c(F)c1,.,6,.,19,-10,-4,0.0,83,10,8,31
# Additional records:
SMILES,TRPM1 prom inh,KKLEB cytotox,NR2E3 ag-1,Peg3 prom inh,CF NFkB inh,C8 TRAIL sens,hiPSC survival,Shn3 inh set2,HIF-2a inh,LMP1 NFkB inh,NR2E3 ag-2
COc1ccccc1C(=O)OCc1cc(=O)n2ccsc2n1,-30,2,.,-179,5,5,-1.2,-36,-102,2,1
Cc1cc(C)c(S(=O)(=O)N2CCCCC2CCNC(=O)C(=O)NCC2CCCO2)c(C)c1 (stereo unspecified),8,3,-3,17,6,-3,0.2,9,11,0,0
CC(=NNC(=S)N1CC2CCC(CC2)C1)c1cccc(C)n1,44,8,.,-12,-10,20,-0.9,81*,-104,79*,12
CN(C(=O)c1cccc(NC(=O)Cc2ccccc2)c1)c1ccccc1,7,4,-1,3,6,-6,0.3,11,8,0,19
O=C1C2C3C=CC(C2C(=O)N1c1ccc(O)cc1)C1C2C(=O)N(c4ccc(O)cc4)C(=O)C2C31 (stereo unspecified),-6,7,-2,-9,-2,11,-0.6,-2,4,0,0
COc1c(C)cc(Br)cc1C(=O)Nc1cccc(NC(=O)c2ccco2)c1,-8,-15,1,13,5,3,-2.0,11,1,15,13
CCOC(=O)C1(C)NC(c2ccc(OC)cc2OC)C2C(=O)N(c3cccc(OC)c3)C(=O)C21 (stereo unspecified),6,-3,0,17,-7,-2,5.2,-15,-37,-7,1
C=CCOC(=O)C1=C(C)Nc2nnnn2C1c1cccc(OC)c1OC (stereo unspecified),3,-16,-1,11,2,1,7.1,5,13,-1,-19
COC(=O)c1c(NC(=O)c2ccc(N(C)S(=O)(=O)c3ccc(C)cc3)cc2)sc2c1CCCC2,7,-4,-2,7,16,5,1.3,34,7,-2,7
COCc1cc(C)nc(Sc2nc3c(c(=O)n(C)c(=O)n3C)n2C)c1C#N,-20,8,.,-9,-4,0,-0.4,-3,-2,.,-5
O=C(CSc1nnc(COc2ccc(Br)cc2)o1)NC1CCCCC1,0,-6,4,-39,15,9,0.0,-5,-25,0,-15
C[C@@H](NC(=O)c1nc[nH]c1C(=O)NCC(=O)OC(C)(C)C)c1ccccc1,3,-34,2,17,17,-2,-2.5,26,3,3,-6
O=C(COC(=O)C1CC2C=CC1C2)Nc1cccc(S(=O)(=O)N2CCCCCC2)c1 (stereo unspecified),-3,-3,3,10,7,13,-1.5,-2,28,1,-1
O=S(=O)(/N=C(/c1ccccc1)N1CCCCC1)c1ccccc1,-3,8,-1,2,2,-7,2.5,28,12,-9,-12
Cc1ccccc1NC(=O)CCC(=O)N/N=C/c1ccc(F)cc1,-1,10,4,2,-13,-4,-0.6,3,13,2,8
Cc1cccc(NC(=S)N/N=C2\CC(C)(C)Oc3ccc(O)cc32)c1,-23,-6,3,24,14,-8,-0.9,27,19,-1,3
CCN(CC)C1CCN(C(=O)c2ccc(OC3CCN(CCc4ccccc4)CC3)cc2)C1 (stereo unspecified),-30,13,1,4,-15,-17,-0.1,11,13,-2,-6
COc1ccc(-c2nc(C(=O)NCCCN3CCOCC3)cc3c2[nH]c2ccccc23)cc1OC,5,-4,0,20,-20,18,0.5,0,-17,-12,-26
Cc1cc(OCC(=O)NCc2cccnc2)c2c(C)c(C)c(=O)oc2c1,13,-10,1,4,-19,8,-0.5,-21,-1,-4,-10
COc1ccc(OC)c(NC(=S)NCc2cccnc2)c1,-11,-4,2,3,7,1,-0.5,-12,15,-8,12
COc1ccc(CCNC(=O)Cn2c(=O)n(CCCC(=O)NCc3ccco3)c(=O)c3sccc32)cc1OC,-13,-7,4,4,-10,-10,-0.3,-31,5,0,2
COc1ccc(OCc2cc(C(=O)N[C@H]3CCCCNC3=O)no2)c(Cl)c1,-52,-18,1,-189,6,10,0.6,-82,-239,-20,-79
O=C1CC(SC2=NCCS2)C(=O)N1c1cccc(Cl)c1Cl (stereo unspecified),16,-1,0,0,-10,4,1.3,6,7,-12,7
C[C@H](CO)N1C[C@H](C)[C@@H](CN(C)C(=O)NC2CCCC2)Oc2cc(Br)ccc2S1(=O)=O,.,0,.,3,-5,-1,0.1,-5,-2,-7,-20
Cc1[nH]c(=S)c(C#N)c(C)c1CCC#N,2,-2,-2,9,2,-24,-0.7,-2,3,-1,22

# Two compounds picked at random from the list so far, as already listed:
SMILES,TRPM1 prom inh,KKLEB cytotox,NR2E3 ag-1,Peg3 prom inh,CF NFkB inh,C8 TRAIL sens,hiPSC survival,Shn3 inh set2,HIF-2a inh,LMP1 NFkB inh,NR2E3 ag-2
O=C(NC1CC1)C1CCCN(C(=O)NC2CCCCC2)C1 (stereo unspecified),-2,-17,1,13,28,-5,0.1,-5,13,0,-14
COc1ccc(CCNC(=O)Cn2c(=O)n(CCCC(=O)NCc3ccco3)c(=O)c3sccc32)cc1OC,-13,-7,4,4,-10,-10,-0.3,-31,5,0,2

# Further structures.
SMILES,TRPM1 prom inh,KKLEB cytotox,NR2E3 ag-1,Peg3 prom inh,CF NFkB inh,C8 TRAIL sens,hiPSC survival,Shn3 inh set2,HIF-2a inh,LMP1 NFkB inh,NR2E3 ag-2
CCC(/C=N/Nc1ccc(S(=O)(=O)N2CCCC2)cc1[N+](=O)[O-])CC,10,-5,-2,6,19,5,0.3,-21,21,-1,10
COCCCN(CC(=O)O)S(=O)(=O)c1cccc(Cl)c1,9,-4,2,8,13,3,-0.7,11,12,-2,-7
COc1ccc(Cl)cc1NC(=S)Nc1ccccc1F,3,-3,4,-13,-15,9,0.3,-8,-19,-4,-18
CS(=O)(=O)Cc1ccc(C(=O)N2CCCC2c2cccs2)cc1 (stereo unspecified),-3,-4,2,-4,-2,24,1.9,-36,10,-10,8
CCc1ccc(-c2nn(-c3cc(Cl)ccc3[N+](=O)[O-])c(=O)c3ccccc23)cc1,-3,13,.,-7,-17,-21,3.6,-6,6,-1,-25
CC1(C(=O)NCCc2c[nH]c3ccccc23)CCN1Cc1ccccc1OC(F)F (stereo unspecified),.,11,.,5,-11,11,2.6,11,-31,.,-3
CCNc1nnc(-c2ccncc2)s1,0,-4,5,-15,7,0,-2.7,3,-10,7,-13
O=C(CCCn1cc([N+](=O)[O-])cn1)NC1CCCCCC1,5,-6,-5,8,2,19,-0.8,-14,5,14,-4
Cc1onc(-c2ccccc2)c1-c1nnc(COC(=O)c2ccc(O)cc2)o1,25,-9,.,22,48,-1,-0.6,12,29,-5,1
CC1CCCN(S(=O)(=O)c2coc(C(N)=O)c2)C1 (stereo unspecified),7,-14,-1,8,-4,-5,1.4,5,10,-5,-9
N#C/C(=C\c1ccc(OC(=O)c2ccc(Br)s2)cc1)c1nc2ccccc2[nH]1,-59,-2,-1,-226,-37,32,-1.6,-56,-59,-34,-26

# 3 entries already listed, ordered by the number in TRPM1 prom inh, smallest number first:
SMILES	TRPM1 prom inh
CS(=O)(=O)Cc1ccc(C(=O)N2CCCC2c2cccs2)cc1 (stereo unspecified)	-3
CCNc1nnc(-c2ccncc2)s1	0
O=C(CCCn1cc([N+](=O)[O-])cn1)NC1CCCCCC1	5
